NR1D1 modulator = modulators of Rev-erb alpha DNA binding, primary screen, biochemical, FITC-DNA, fluorescence polarization, uHTS; AID 1259318, 2017; Rev-erbα–FITC-DNA binding, 90 min; 0.79% of 370,000 active; activity, % at 10 µM;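 active = activity above about 14%, limit read from the data; passing the limit was not always enough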;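 also: 0% = DMSO wells with 35 nM protein and 100% = DMSO wells with 750 nM protein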
KLK7 zymogen act = proKLK7 zymogen activators, primary screen, biochemical, fluorescence intensity; 0.9% of 370,000 active; activation, % at 7 µM; purified proKLK7, EDANS-DABCYL substrate fluorescence; 100% is mature enzyme control, 0% vehicle;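 active = activation above the mean of all tested compounds plus 3 SD, computed per campaign excluding outliers beyond control limits, cut at about 13% in these data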
ARFGAP1 inhibitor = inhibitors of rat ARFGAP1 GAP activity, primary screen, biochemical, fluorescence polarization, GDP tracer | Arfgap1-stimulated ARF1 GTP hydrolysis, GDP FP detection | inhibition, % at 16.5 µM | 0.26% of 360,000 active | ADP-ribosylation factor GTPase-activating protein 1 (Rattus norvegicus), Q62848;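 active = inhibition above a per-plate limit, mean inhibition of low control wells plus 3 SD, cut at about 25% in these data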;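 also: 0% = DMSO wells with enzyme and 100% = wells lacking Arfgap1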
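Material: rat Arfgap1 GAP domain (His6, aa 1-136), purified enzyme. Also added: human ARF1(Δ1-17)-GTP substrate. Compound dosing: 16.5 µM single point, 1.26% DMSO. Timing: enzyme reaction 120 min at 25 °C after 20 min preincubation. Signal: GDP detection by fluorescence polarization. Read-out basis: percent inhibition of GAP-stimulated GDP formation, scaled between DMSO and no-Arfgap1 medians.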
DDE Tn7 FP inh = inhibitors of Tn7 peptide binding to fibrin DD(E), primary screen, biochemical, fluorescence polarization, human fibrin, Tn7 probe; Fibrinogen beta chain (Homo sapiens), P02675; FP displacement of FITC-Tn7 peptide from fibrin DD(E); 0% = median of compound wells per plate; inhibition, % at 8.3 µM; 0.13% of 370,000 active;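 active = inhibition above the mean of compounds falling within the control limits plus 3 SD of them, cut at about 14% in these data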;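 also: 0% = plate median of compound wells and 100% = 10 µM Aha-Tn7 peptide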
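Test system – human fibrin DD(E) · Times – 10 min preincubation, 3 h with tracer, room temperature · Detection – fluorescence polarization of the labelled Tn7 tracer · Measure – percent inhibition normalized to high-control wells · Benchmarks – high control wells with 10 µM unlabelled Aha-Tn7 peptide (full inhibition) · Repeats – singlicate testing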
UHRF1 binding = UHRF1 methylated DNA binding inhibitors, primary screen, counter-screen for MBD2 inhibitor project, biochemical, TR-FRET, human UHRF1, single concentration; UHRF1 binding to methylated oligo; 0.75% of 370,000 active; inhibition, % at 4.4 µM; E3 ubiquitin-protein ligase UHRF1 (Homo sapiens), Q96T88; in the data active = inhibition above about 21%;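 also: UHRF1 SRA domain binding a hemimethylated CpG hairpin DNA probe; 0% = median of test compound wells and 100% = reference inhibitor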
ASAP1 GAP inh = inhibitors of human ASAP1 ArfGAP activity, primary screen, biochemical, fluorescence polarization. ASAP1-stimulated ARF1 GTP hydrolysis, GDP FP detection. 0.19% of 360,000 active. inhibition, % at 16.5 µM. Arf-GAP with SH3 domain, ANK repeat and PH domain-containing protein 1 (Homo sapiens), …; in the data active = inhibition above about 25%;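 also: 0% = vehicle with enzyme and substrate and 100% = no enzyme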
PLC-gamma1 inh = PLC-gamma1 enzyme inhibitors, primary screen, biochemical, fluorescence, purified enzyme; 1-phosphatidylinositol 4,5-bisphosphate phosphodiesterase gamma-1 (Homo sapiens), P19174; 0.84% of 370,000 active; fluorogenic substrate; AID 720700, 2013; inhibition, % at 12.2 µM; in the data active = inhibition above about 9.5%
Target sequence (P19174 whole entry, looked up): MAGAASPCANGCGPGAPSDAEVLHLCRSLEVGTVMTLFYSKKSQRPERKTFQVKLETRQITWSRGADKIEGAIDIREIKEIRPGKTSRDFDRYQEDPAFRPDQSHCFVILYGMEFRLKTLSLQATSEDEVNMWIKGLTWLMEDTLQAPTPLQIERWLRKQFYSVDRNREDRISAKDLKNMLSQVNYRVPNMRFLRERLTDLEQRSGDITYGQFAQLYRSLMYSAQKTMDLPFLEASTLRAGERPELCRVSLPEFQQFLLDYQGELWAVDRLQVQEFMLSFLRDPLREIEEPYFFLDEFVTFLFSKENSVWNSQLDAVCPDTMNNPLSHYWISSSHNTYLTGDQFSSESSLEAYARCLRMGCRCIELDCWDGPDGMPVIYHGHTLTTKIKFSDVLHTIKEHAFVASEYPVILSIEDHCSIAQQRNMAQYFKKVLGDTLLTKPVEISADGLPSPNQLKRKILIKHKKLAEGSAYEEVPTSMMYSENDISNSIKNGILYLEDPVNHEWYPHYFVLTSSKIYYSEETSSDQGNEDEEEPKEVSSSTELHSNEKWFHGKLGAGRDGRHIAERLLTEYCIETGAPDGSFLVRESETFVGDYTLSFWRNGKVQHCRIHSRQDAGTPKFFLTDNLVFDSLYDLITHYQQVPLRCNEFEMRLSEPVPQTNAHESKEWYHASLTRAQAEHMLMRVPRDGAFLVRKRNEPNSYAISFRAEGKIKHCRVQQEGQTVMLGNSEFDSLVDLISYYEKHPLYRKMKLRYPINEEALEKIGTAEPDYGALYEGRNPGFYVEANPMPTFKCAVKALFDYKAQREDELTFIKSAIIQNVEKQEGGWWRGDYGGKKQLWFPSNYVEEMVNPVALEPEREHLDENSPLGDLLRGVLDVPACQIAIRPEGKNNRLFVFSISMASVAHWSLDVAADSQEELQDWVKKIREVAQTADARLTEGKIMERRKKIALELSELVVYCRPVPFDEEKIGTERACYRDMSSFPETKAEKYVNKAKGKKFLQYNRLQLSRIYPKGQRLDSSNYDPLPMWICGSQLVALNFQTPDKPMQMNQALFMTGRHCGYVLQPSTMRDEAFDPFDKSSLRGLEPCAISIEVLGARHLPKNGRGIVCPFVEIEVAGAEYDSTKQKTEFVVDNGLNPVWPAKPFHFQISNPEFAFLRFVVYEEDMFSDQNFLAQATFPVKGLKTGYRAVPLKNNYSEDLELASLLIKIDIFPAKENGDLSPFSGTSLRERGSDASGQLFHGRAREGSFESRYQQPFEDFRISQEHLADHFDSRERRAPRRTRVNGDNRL
Tn6 DDE FP = inhibitors of Tn6 peptide binding to fibrin DD(E), primary screen, biochemical, fluorescence polarization, human fibrin, Tn6 probe | Fibrin DD(E) TRITC-Tn6 fluorescence polarization displacement | inhibition, % at 8.3 µM | 0.21% of 370,000 active | Fibrinogen beta chain (Homo sapiens), P02675 | AID 720509, 2013;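 active = inhibition above a per-campaign cutoff: mean of compounds within control limits plus 3 SD, cut at about 15% in these data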;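 also: 0% = median of all compound wells on the plate and 100% = blocking peptide control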
PLC-beta3 inh = human PLC-beta3 inhibitors, primary screen, biochemical, fluorescence; 1-phosphatidylinositol 4,5-bisphosphate phosphodiesterase beta-3 (Homo sapiens), Q01970; Purified PLC-beta3, fluorogenic substrate; inhibition, % at 12.2 µM; 0.18% of 370,000 active; AID 720704, 2013; in the data active = inhibition above about 11%;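 also: 0% = median of compound wells on plate and 100% = full blocker control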
sPLA2-III inh = human group III sPLA2 inhibitors, primary screen, biochemical, QFRET, BODIPY PC-A2 liposome substrate | Group 3 secretory phospholipase A2 (Homo sapiens), Q9NZ20 | QFRET BODIPY PC-A2 liposome hydrolysis, fluorescence | inhibition, % at 12.2 µM | 0.56% of 370,000 active | AID 743126, 2013;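 active = inhibition above mean plus 3 SD of compounds lying within the high and low control bounds, cut at about 19% in these data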;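 also: 0% = median of test compound wells and 100% = no enzyme DMSO wells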
* hit, by the source's call; i = inactive; . = no result given.

Sample of the layout (5 entries):
item	Structure	NR1D1 modulator	KLK7 zymogen act	ARFGAP1 inhibitor	DDE Tn7 FP inh	UHRF1 binding	ASAP1 GAP inh	PLC-gamma1 inh	Tn6 DDE FP	PLC-beta3 inh	sPLA2-III inh
1	COC(=O)[C@@]12C[C@@H](CC(=O)NCc3ccccc3)C(=O)N(Cc3cccc4ccccc34)C1=CCC(C)(C)C2	9	0.6	-5	-1	0	11	3	-3	4	-23
2	O=C(CSc1nc(Nc2ccccc2)nc(N2CCOCC2)n1)Nc1ccc2c(c1)OCCO2	-2	0.4	4	-4	0	6	7	1	0	-7
3	O=S(=O)(NCC1CCCO1)c1ccc(NS(=O)(=O)c2ccc(F)cc2)cc1 (stereo unspecified)	-3	0.6	-12	5	-1	-9	-2	-3	0	-13
4	CC(NC(=O)c1ccc2c(=O)n3c(nc2c1)CCCCC3)c1ccccc1 (stereo unspecified)	-2	-0.5	6	7	1	-12	-3	5	-8	0
5	CCN1CCN(CC(=O)Nc2ccc3c(c2)OCCO3)C(=O)C1=O	0	0.4	-8	5	-1	-6	2	-2	1	2

Main list (from the top)
item	Structure	NR1D1 modulator	KLK7 zymogen act	ARFGAP1 inhibitor	DDE Tn7 FP inh	UHRF1 binding	ASAP1 GAP inh	PLC-gamma1 inh	Tn6 DDE FP	PLC-beta3 inh	sPLA2-III inh
1	COC(=O)[C@@]12C[C@@H](CC(=O)NCc3ccccc3)C(=O)N(Cc3cccc4ccccc34)C1=CCC(C)(C)C2	9	0.6	-5	-1	0	11	3	-3	4	-23
2	O=C(CSc1nc(Nc2ccccc2)nc(N2CCOCC2)n1)Nc1ccc2c(c1)OCCO2	-2	0.4	4	-4	0	6	7	1	0	-7
3	O=S(=O)(NCC1CCCO1)c1ccc(NS(=O)(=O)c2ccc(F)cc2)cc1 (stereo unspecified)	-3	0.6	-12	5	-1	-9	-2	-3	0	-13
4	CC(NC(=O)c1ccc2c(=O)n3c(nc2c1)CCCCC3)c1ccccc1 (stereo unspecified)	-2	-0.5	6	7	1	-12	-3	5	-8	0
5	CCN1CCN(CC(=O)Nc2ccc3c(c2)OCCO3)C(=O)C1=O	0	0.4	-8	5	-1	-6	2	-2	1	2
6	O=C(Cn1nnc(-c2ccc(F)cc2)n1)Nc1cccc(S(=O)(=O)N2CCCC2)c1	8	0.3	5	2	-2	-1	-3	8	-6	-51
7	O=c1[nH]c(CSc2nc3ccccc3s2)nc2cc(Cl)ccc12	4	0.2	9	-4	3	5	-42	-12	-50	-26
8	Cc1ccc(-n2cc(CNCCc3cscn3)c(-c3ccc(F)cc3)n2)cc1	-3	0.7	-16	-3	4	-1	3	0	-1	-9
9	O=C(O)Cn1cc(/C=c2/sc3nc4ccccc4n3c2=O)c2ccccc21	6	-0.6	19	-4	-1	10	-5	-4	-9	-5
10	CNS(=O)(=O)c1cnccc1N1CCN(c2cccc(Cl)c2)CC1	-3	0.3	14	-11	1	-2	4	3	1	2

Part of the list above in order of heavy-atom count, descending:
item	Structure	NR1D1 modulator	KLK7 zymogen act	ARFGAP1 inhibitor	DDE Tn7 FP inh	UHRF1 binding	ASAP1 GAP inh	PLC-gamma1 inh	Tn6 DDE FP	PLC-beta3 inh	sPLA2-III inh
1	COC(=O)[C@@]12C[C@@H](CC(=O)NCc3ccccc3)C(=O)N(Cc3cccc4ccccc34)C1=CCC(C)(C)C2	9	0.6	-5	-1	0	11	3	-3	4	-23
2	O=C(CSc1nc(Nc2ccccc2)nc(N2CCOCC2)n1)Nc1ccc2c(c1)OCCO2	-2	0.4	4	-4	0	6	7	1	0	-7
6	O=C(Cn1nnc(-c2ccc(F)cc2)n1)Nc1cccc(S(=O)(=O)N2CCCC2)c1	8	0.3	5	2	-2	-1	-3	8	-6	-51
9	O=C(O)Cn1cc(/C=c2/sc3nc4ccccc4n3c2=O)c2ccccc21	6	-0.6	19	-4	-1	10	-5	-4	-9	-5
10	CNS(=O)(=O)c1cnccc1N1CCN(c2cccc(Cl)c2)CC1	-3	0.3	14	-11	1	-2	4	3	1	2
7	O=c1[nH]c(CSc2nc3ccccc3s2)nc2cc(Cl)ccc12	4	0.2	9	-4	3	5	-42	-12	-50	-26

The results go on.
item	Structure	NR1D1 modulator	KLK7 zymogen act	ARFGAP1 inhibitor	DDE Tn7 FP inh	UHRF1 binding	ASAP1 GAP inh	PLC-gamma1 inh	Tn6 DDE FP	PLC-beta3 inh	sPLA2-III inh
11	O=C1NC2(CCCCC2)CO1	-1	0.0	-2	-1	5	5	2	-7	3	6
12	COc1ccc(CCN(C(=O)c2ccco2)C(C(=O)NC2CCCC2)c2ccncc2)cc1OC (stereo unspecified)	-1	-0.2	-10	-7	-5	0	2	2	3	-1
13	COc1ccc(C(=O)OCN2C(=O)c3ccccc3C2=O)cc1	0	-0.1	7	7	2	11	0	2	-1	0
14	CC(NC(=O)Cc1ccsc1)c1ccc(S(N)(=O)=O)cc1 (stereo unspecified)	-5	-0.6	11	-3	-1	2	1	-5	-1	0
15	Cc1cc(C)nc(NC2=NCCN2C(=S)Nc2c(C)cccc2C)n1	1	0.3	7	2	4	-4	-1	8	-4	-3
16	CCc1nc2ccccc2n1CC(O)COc1ccc(NC(C)=O)cc1 (stereo unspecified)	3	-0.4	-4	-6	0	-1	1	13	6	3
17	CC(=O)C[C@H]1c2ccccc2S(=O)(=O)N1C1CCCCC1	0	-0.8	3	-1	-1	-9	3	-9	0	2
18	CC(C)Cn1c(SCC#N)nc2ccccc2c1=O	0	0.9	6	-1	-4	9	0	-2	2	-1
19	O=C(C1CCN(S(=O)(=O)c2cccc3cccnc23)CC1)N1CCN(Cc2ccccc2)CC1	-5	0.1	1	6	0	-7	-3	3	-7	10
20	CC(C)(C)C(=O)N(Cc1ccc(Cl)cc1)c1cnccn1	3	-0.2	-9	-3	-2	0	0	5	-5	8
21	O=C(c1ccco1)N1CCN(C(=O)c2cc3cc([N+](=O)[O-])ccc3oc2=O)CC1	2	0.4	-9	-3	3	0	1	-8	-2	5
22	O=C(CN1CCN(c2ccccc2O)CC1)NC(=O)NCc1ccccc1	4	0.2	2	7	-2	-3	0	7	-6	-5
23	Cc1cc(C2=NNC(=Nc3ccc(S(=O)(=O)N4CCOCC4)cc3)SC2)c(C)n1CC1CCCO1 (stereo unspecified)	-3	-0.4	8	3	-4	11	-5	-2	-11	-3
24	CCCn1c(Cc2ccccc2)nnc1SCC(=O)N1CCOCC1	-4	-0.3	2	-2	1	4	4	-1	1	-1
25	Cn1c(SCC(=O)N2c3ccccc3Sc3ccccc32)nnc1-c1ccco1	1	0.6	-12	1	1	3	4	-4	5	-7
26	Clc1ccc(NCc2cccnc2)cc1	-1	0.2	-8	1	1	4	4	5	1	3
27	CCn1c(/C=C/c2ccccc2)nc2ccccc21	-4	12	-6	-4	-5	1	-317	-8	-464	-7
28	O=C1NN(CCO)C(=S)Nc2ccccc21	-2	0.9	3	5	0	1	4	-5	3	13
29	CCOc1ccc(-n2nc(C(=O)N3CCN(CC)CC3)c3ccccc3c2=O)cc1	-4	-1.6	1	1	0	-14	-20	3	-29	0
30	CCN(CC)c1ccc(C(=O)NNC(=O)C2CCN(c3ncnc4sc(C)c(C)c34)CC2)cc1	-6	0.3	-2	4	0	0	-6	-1	-13	-6
31	COc1ccc(S(=O)(=O)N2CCN(C(=O)COc3ccc4c(C)cc(=O)oc4c3)CC2)cc1	-1	-0.7	7	7	0	4	-12	1	-22	0
32	CC(=O)NCC12CC3CC(C1)CC(C(=O)O)(C3)C2	-4	-0.6	20	5	-1	-5	0	1	1	3
33	NC(=O)NN=C1C2CCCC1C(c1ccccc1)NC2c1ccccc1 (stereo unspecified)	3	0.4	-5	-5	1	-2	4	-3	-3	1
34	CC(O)[C@@H](C(=O)N1CCNCC1)n1cc(CCCCN)nn1 (stereo partly specified)	2	-0.9	-4	8	9	-9	5	5	4	3
35	CCC1(c2ccccc2)NC(=O)N(CC(=O)Nc2ccc(S(N)(=O)=O)cc2)C1=O (stereo unspecified)	2	1.0	0	-1	2	1	0	-10	-5	-8
36	O=S(=O)(c1ccccc1)N1CCc2ccccc2C1	-1	-0.1	-7	1	0	7	-2	4	-1	-3
37	CCOC(=O)CN1C(=O)N[C@@H](CCc2ccccc2)[C@@H](C(=O)OC)[C@H]1C	1	-0.2	-1	-6	0	3	1	-6	0	1
38	NS(=O)(=O)c1ccc(CCNC(=O)c2ccc(CS(=O)(=O)c3ccc(Br)cc3)o2)cc1	-3	-0.3	-7	-2	1	-8	1	-7	-7	-7
39	Cc1ccc(COc2ccc(C(=O)NN)cc2)cc1	-5	-0.3	13	0	-1	8	-1	0	3	5
40	COc1ccc(/C(C)=N/NC(=O)C2CC2)cc1	3	-0.5	-5	1	-1	10	-2	1	-3	3
41	CC(=O)Nc1ccc(S(=O)(=O)NCc2ccc(C(=O)NCc3ccc4c(c3)OCO4)cc2)cc1	-3	0.3	-4	-10	-4	-6	-1	2	-3	-17
42	Cc1c(O)c(CN2CCCCC2)cc2c3c(c(=O)oc12)CCC3	-4	44*	1	-1	-3	-7	i	-5	i	-1
43	CC(COc1ccccc1C#N)CN1CCC(C(O)(c2ccccc2)c2ccccc2)CC1 (stereo unspecified)	3	0.2	.	8	-1	.	0	16*	3	-20
44	COc1cc(OC)c(OC)cc1CNCc1ccco1	-1	0.8	6	1	-2	5	3	6	-3	-1
45	CCOC(=O)c1ccc(NC2c3ccccc3C(=O)N2c2cccnc2)cc1 (stereo unspecified)	-1	0.3	4	6	-3	2	-1	5	1	-8
46	Cc1cc2oc(=O)cc(COC(=O)Cn3cnnn3)c2cc1C(C)C	1	0.8	1	-6	0	-14	-4	-1	-6	2
47	NC(=O)c1ccsc1NC(=O)c1ccc2c(c1)CCCC2	2	-3.6	18	-9	0	-2	-99	4	-116	-16
48	CCn1c(SCC(=O)Nc2nccc(C)n2)nc2ccccc21	-1	0.7	-4	5	2	10	-8	-6	-21	15
49	COc1cccc(-n2c(SCC(=O)NCCc3ccccc3)nnc2-c2ccoc2C)c1	2	0.1	7	-2	28*	-6	8	7	3	3

High-throughput results from PubChem BioAssay.
